hcGAS lum: inhibitors of human cGAS | AID 1259398 | Q8N884 | inhibition, % at 12.5 µM | 0.081% of 290,000 active | recombinant h-cGAS, ATP depletion, Kinase-Glo luminescence;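 also: 0% = vehicle reaction and 100% = reaction without DNA for no activity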
Target sequence (Q8N884 whole entry, looked up): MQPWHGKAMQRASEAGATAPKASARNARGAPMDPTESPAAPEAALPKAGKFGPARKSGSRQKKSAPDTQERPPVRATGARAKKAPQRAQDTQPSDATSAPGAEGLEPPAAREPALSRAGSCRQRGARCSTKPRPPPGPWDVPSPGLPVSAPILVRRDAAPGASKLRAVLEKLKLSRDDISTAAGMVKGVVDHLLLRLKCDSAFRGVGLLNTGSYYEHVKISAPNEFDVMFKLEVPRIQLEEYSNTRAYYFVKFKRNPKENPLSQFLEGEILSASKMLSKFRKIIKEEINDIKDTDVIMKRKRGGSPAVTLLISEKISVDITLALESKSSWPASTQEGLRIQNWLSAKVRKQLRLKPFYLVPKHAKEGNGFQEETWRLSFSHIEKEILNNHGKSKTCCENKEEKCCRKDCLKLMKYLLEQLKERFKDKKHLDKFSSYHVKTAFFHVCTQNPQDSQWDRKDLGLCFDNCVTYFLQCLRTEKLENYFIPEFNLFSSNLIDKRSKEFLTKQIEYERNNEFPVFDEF
NPYLR7 ag: mosquito NPYLR7 agonism. activation, % at 10 µM. 0.15% of 270,000 active. AID 1259423. HEK293T NPYLR7/Galpha15, GCaMP6s calcium fluorescence; in the data active = activation above about 40%;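 also: 0% = vehicle and 100% = reference agonist at the receptor; some compounds past the cut are filed as inactive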
mcGAS inh: inhibitors of mouse cGAS; Q8C6L5; recombinant cGAS, Kinase-Glo ATP depletion luminescence; inhibition, % at 12.5 µM; 0.15% of 160,000 active;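 also: 0% = negative control wells and 100% = reference inhibitor with no enzyme activity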
* marks the source's active call; other numbers are inactive results; nt = not tested or not shown; & = joins results of further samples. Rule as the data show it, unless noted: active = inhibition above about 40%; inactive = the rest.

Each structure is followed by: hcGAS lum	NPYLR7 ag	mcGAS inh
- CCOc1ccc(-c2cc(-c3nc(-c4ccccn4)no3)[nH]n2)cc1
 : -6.9	7.4	-9.1
- Nc1nc(CCC(=O)N2CCCC3(CNC(=O)O3)C2)cs1 (centres undefined)
 : -2.1	7.8	nt
- COc1ccc(S(=O)(=O)N2CCC(CO)(Cc3ccccc3Cl)CC2)cc1
 : 0.7&-2.0	0.2&7.9	-6.3
- CC(=O)c1cc(C(=O)OCC(=O)Nc2cccc(Cl)c2C)c2ccccn12
 : -1.4	-0.6	-7.2
- CCc1cccc(C)c1NC(=O)/C=C/c1ccc(N2CCCS2(=O)=O)cc1
 : -5.4	1.7	2.7
- COc1ccccc1OCCCCOc1ccc(I)cc1
 : -10.2	25.5	nt
- Cc1cccc(OC(F)F)c1NC(=O)C1(C)CCN1C(=O)Cc1ccc(C(C)C)cc1 (centres undefined)
 : -7.2	-0.1	nt
- CC(C)C(=O)N=c1sc2cc(F)cc(F)c2n1C
 : -5.2	1.5	-7.1
- C=c1ccccc1=C1C=NNC(N2CCN(CCOC)CC2)=N1
 : -5.9	-1.4	-2.6
- O=C(Cn1cc(C(F)(F)F)cc(Cl)c1=O)c1ccc(Br)s1
 : -11.9	6.8	-7.4
- CN(Cc1cnccn1)C(=O)Nc1ccc(Br)c(F)c1
 : -16.5	5.9	nt
- CCOC(=O)c1c(NC(=O)c2ccccc2C(F)(F)F)sc2c1Cc1ccccc1-2
 : -0.9	3.4	-3.1
- CSc1nc2ncc3c(=O)n(-c4cccc(F)c4)ccc3n2n1
 : -0.9	-0.4	nt
- COc1ccc(C2N=C(c3ccccc3C)NO2)cc1O (centres undefined)
 : 2.0&-0.4&-10.0	3.6&-4.6&-5.7	2.2
- CCCSc1ncccc1C(=O)NCCc1ccccc1
 : -10.4	-3.5	-0.8
- CCC(C)CN(C)C(=O)Cc1ccc(S(=O)(=O)C(F)F)cc1 (centres undefined)
 : 2.9	0.6	nt
- COc1cc(C)ccc1S(=O)(=O)NC(=O)C1(C)CCN1C(=O)Cc1ccc(-c2ccccc2)cc1 (centres undefined)
 : -10.8	-1.8	nt
- O=C(c1ccccc1F)N1CCc2c([nH]c3ccccc23)C1c1ccccc1F (centres undefined)
 : 2.4	-1.6	0.6
- CCOC(=O)C1(CCCc2ccccc2)CCCN(C(=O)CN2CCOC2=O)C1 (centres undefined)
 : -2.7	1.3	nt
- COc1cc(C2C3CCCCC3(O)CCN2CC(=O)N2CCCCC2)ccc1O (centres undefined)
 : 4.6	2.3	nt
- CCCn1nc(C(=O)N(CC)CC(=O)Nc2ccc3c(c2)OCCO3)ccc1=O
 : -7.4	-0.7	nt
- COc1ccc(N(C)S(=O)(=O)c2ccc(OC)c(N3CCN(C(=O)Cc4ccccc4)CC3)c2)cc1
 : 1.9	-12.5	0.9
- CCOC(=O)c1ccc(N2C(=O)CC(N3CCN(c4ncccn4)CC3)C2=O)cc1 (centres undefined)
 : -5.2	-0.2	-2.4
- Cc1cn2c3c(=O)n(Cc4ccc(Cl)cc4)c(=O)n(C)c3nc2n1CCCO
 : -6.1	3.5	nt
- CC(C)c1nccn1Cc1cc(C(=O)N2CCC(=O)NCC2C)n[nH]1 (centres undefined)
 : -10.0	-1.3	nt
- CCn1cc(C(=O)N2CCN(C(=O)c3cccs3)CC2)c2nn(-c3ccccc3)c(=O)c-2c1
 : -8.1	-0.1	-8.5
- CC(C)CC(=O)Nc1ccnn1C1CCN(C(=O)CSc2ccccc2)CC1
 : -2.8&-4.1	5.9&-2.5	-5.2
- COc1ccc(Nc2nc(NCC(C)O)nc3c2cnn3-c2ccccc2)cc1 (centres undefined)
 : -5.0	1.3	-9.2
- N#Cc1ccc(/C=C/C(=O)N2CCN(Cc3ccc(Br)s3)CC2)cc1
 : -10.3	7.2	nt
- CC1CCN(CCSc2nnc(CC(C)c3ccccc3)o2)C1 (centres undefined)
 : -6.6	-0.1	nt

Compound profiles (already shown). Values in the order: hcGAS lum | NPYLR7 ag | mcGAS inh
`CC1CCN(CCSc2nnc(CC(C)c3ccccc3)o2)C1` (centres undefined) as listed: -6.6 | -0.1 | nt
`CCC(C)CN(C)C(=O)Cc1ccc(S(=O)(=O)C(F)F)cc1` (centres undefined) as listed: 2.9 | 0.6 | nt
`O=C(c1ccccc1F)N1CCc2c([nH]c3ccccc23)C1c1ccccc1F` (centres undefined) as listed: 2.4 | -1.6 | 0.6
`N#Cc1ccc(/C=C/C(=O)N2CCN(Cc3ccc(Br)s3)CC2)cc1` as listed: -10.3 | 7.2 | nt

Next records.
Each structure is followed by: hcGAS lum	NPYLR7 ag	mcGAS inh
- O=C1CC(c2ccccc2)CC2=Nc3ccccc3NC(c3ccncc3)C12 (centres undefined)
 : -3.3	2.7	-6.9
- COc1cccc(-c2cc(-c3ccc(C(=O)N4CCc5cc(OC)c(OC)cc5C4)cc3)[nH]n2)c1
 : 3.0	8.3	1.8
- Cc1cc(CC(C)NC(=O)c2ccnc(C(C)C)n2)n[nH]1 (centres undefined)
 : -0.7	-3.3	nt
- CC(C)Cc1ncc2c(n1)CN(c1nccc(N3CCC(O)CC3)n1)C2
 : -4.2	-7.9	-10.6
- CCOC(=O)c1cc(-c2cccc(NC(=O)c3csc4ccccc34)c2)n(-c2ccccn2)n1
 : -3.8	26.2	-2.7
- Fc1ccccc1Cc1n[nH]c(=S)o1
 : -4.8	4.7	nt
- COc1cccc(Cc2nsc(N3CCC(C(=O)NCc4ccc5c(c4)OCO5)CC3)n2)c1
 : -7.3	10.6	-4.7
- CC(=O)N1CCN(c2ccc(Nc3cc(C)ccn3)nn2)CC1
 : -8.6	15.3	nt
- COc1ccc(NC(=O)CSc2nc3nc(C)ncc3c(=O)n2C)cc1Cl
 : 1.3	-9.3	nt
- Cn1c(=O)c2c(nc(CN3CCC(Cc4ccccc4)CC3)n2Cc2ccc(F)cc2)n(C)c1=O
 : 1.3	-4.2	0.4
- O=C1CC(c2cccs2)Sc2ccccc2N1 (centres undefined)
 : 1.3	-2.5	nt
- COc1ccc(C2SCC(=O)N2CCC(=O)NCc2ccc(F)cc2)cc1OC (centres undefined)
 : -5.6	nt	-9.6
- Cc1nccc(-c2ccc(-c3ccc4c(c3)OCO4)cc2)c1-c1nn[nH]n1
 : -5.1	-8.4	-7.9
- O=C(Nc1ccc(C(F)(F)F)cc1Cl)NC(CO)c1ccco1 (centres undefined)
 : -5.3	-7.4	nt
- O=C(c1cc(F)ccc1F)C1CCCN(C(=O)c2ccc(F)cc2Cl)C1 (centres undefined)
 : -4.4	10.1	-6.6
- O=[N+]([O-])c1ccc(Cl)c(S(=O)(=O)NCc2ccc3c(c2)OCO3)c1
 : -6.9	13.0	-6.2
- O=C1NC(=S)NC(=O)C1=C/C=C/C=C/c1c(O)[nH]c(=S)[nH]c1=O
 : -34.0	16.8	nt
- CNS(=O)(=O)c1cc(C(=O)N2CCCC(C(=O)N(C)C)C2)cc(C)c1C (centres undefined)
 : 4.4	0.1	-2.1
- CC1CCCC(C)N1N=Cc1cc(Br)cc(Br)c1O (centres undefined)
 : -3.8	22.4	nt
- Cc1cc(C(=O)CN2C(=O)C(=O)N(C3CCCC3)C2=O)c(C)n1Cc1cccs1
 : -2.5	5.9	nt
- Oc1ccc(-c2[nH]ncc2-c2ccc(F)cc2)c(O)c1
 : -2.3	-2.0	-5.7
- CC(CC(=O)Nc1nnc(C2CC2)s1)c1ccccc1 (centres undefined)
 : -7.8	7.8	nt
- COc1ccc(NC2=CC(=O)CC3(CCCCC3)C2)cc1OC
 : -6.3&-7.2	2.8&6.6	-6.2
- NC(=O)c1ccc(CN2CCCC(c3ccncn3)C2)cc1 (centres undefined)
 : -14.4	9.6	nt
- CCCCC(=O)NCCNc1cc(N(C)C)nc(C)n1
 : -5.0	2.0	nt
- CC(C)Cc1ncc2c(n1)CN(C(=O)C(C)Cn1cccn1)C2 (centres undefined)
 : -1.4	-0.1	nt
- CCN1CCN(Cc2nc3c(c(=O)n(C)c(=O)n3C)n2C(C)C(C)=O)CC1 (centres undefined)
 : -0.9&-3.2	2.8&9.5	nt
- COc1ccc(CCNC(=O)c2ccc(CSc3nc(Cl)cc(N4CCC(Cc5ccccc5)CC4)n3)cc2)cc1OC
 : -3.9	2.1	-3.8
- COc1ccc(Cl)cc1C(=O)NCCc1ccc(C(=O)O)cc1
 : -4.7	-12.2	nt
- Cc1ccc(CCC2CCN(C(C)C(=O)Nc3ccc(S(N)(=O)=O)cc3)CC2)cc1 (centres undefined)
 : -5.9	3.9	nt
- COc1ccccc1Oc1cc(F)nc(N)n1
 : -0.3	-17.8	-3.1
- Cc1ccc(C(N)=O)cc1NCc1ccn(C)c(=O)c1
 : -8.2	1.3	nt
- COC(CNC(=O)c1cn(C)c2c(=O)n(-c3ccc(F)cc3)c(=O)[nH]c12)OC
 : -9.1	2.2	nt
- COc1ccc(NC(=O)N2CCCC(CNC(=O)c3cccs3)C2)c(C)c1 (centres undefined)
 : -10.8	20.4	-13.6
- COc1ccc2c(c1)OCc1c-2oc2cc(OC)ccc12
 : -1.0	nt	-1.7
- COc1ccc(CNC(=O)c2ccc(-c3n[nH]c4c3CCCc3ccccc3-4)cc2)cc1
 : -3.1	nt	-5.4
- Brc1c(OCCNCCN2CCOCC2)ccc2ccccc12
 : -5.7	-3.5	nt
- CC(=O)N1CCC(Oc2ccc(Cl)cc2C(=O)NCCc2nc(C)cc(C)n2)CC1
 : -7.2	21.5	nt
- O=C(COC(=O)c1ccc2ccccc2n1)Nc1cccc(I)c1
 : -6.8	4.4	nt
- CCN(C/C(C)=C/c1ccco1)Cc1c(C)nn(CC)c1C
 : -0.8&-4.8	19.8&2.6	-9.8
- O=S=C1c2ccccc2S(=O)(=O)c2ccccc21
 : -2.0	-2.3	nt
- CCCOC(=O)C1=C(C)NC2=C(C(=O)CC(c3ccccc3)C2)C1c1cccc(OC)c1 (centres undefined)
 : -9.1	3.2	-6.2
- CCOC(=O)N1CCN(C(=O)c2cn(C(c3ccccc3)c3ccccc3)nn2)CC1
 : -0.9	6.5	nt
- CCOC(=O)N1CCC(NCCc2nc3c(C)c(C)ccc3[nH]2)CC1
 : -8.4	nt	-10.9
- CC(=O)NCCn1ccnc1-c1cccc(-c2ccccc2C)c1
 : -2.9	10.4	nt
- O=C(NCc1cccc(C(F)(F)F)c1)c1ccc(CSc2nnc(-c3ccncc3)n2Cc2ccccc2)cc1
 : -11.8	16.0	-6.9
- O=C1OC(c2ccccc2F)=N/C1=C\C=C\c1ccccc1
 : -3.2	-2.0	-2.3
- COCCCN(C(=O)c1ccc(Cl)c(Cl)c1)C(C)c1nc2ccccc2c(=O)n1-c1ccc(Cl)cc1 (centres undefined)
 : 6.7	-0.8	-3.3
- COCCCNC(=O)C(NC(=O)c1ccccc1F)C1CCN(C(=O)c2ccc3c(c2)OCO3)CC1 (centres undefined)
 : -5.1	-2.1	-4.7
- FC(F)(F)c1ccc(C2CC(c3ccc(Cl)cc3)=Nc3ncnn32)cc1 (centres undefined)
 : -2.2	9.8	nt
- COc1cccc(NC2CCN(CCC#N)CC2)c1
 : -11.5	-0.2	nt
- O=C(NC1CCN(c2ccccc2C(=O)NCCN2CCCC2)CC1)c1ccccc1Cl
 : -5.8	1.5	-4.3
- Cc1ccccc1OCC(O)CN(Cc1c(-c2ccc(F)cc2)noc1N1CCOCC1)CC1CCCO1 (centres undefined)
 : -4.8	7.9	-6.1
- O=C(NC1CC1)C(C1CCCC1)N1CCN(C(=O)c2ccc(C(F)(F)F)cc2)CC1 (centres undefined)
 : -3.0	-11.3	-5.3
- COCCCN(Cc1csc(COc2ccccc2C)n1)C(=O)Cc1ccccc1
 : -2.2	-1.4	-3.0
- CCCCN(CC(=O)N(CCc1c[nH]c2ccccc12)Cc1ccc(OC)cc1)C(=O)C(Cl)Cl
 : -3.0	11.4	-5.4
- Cc1ccc(Cl)cc1NC1=NC2CS(=O)(=O)CC2S1 (centres undefined)
 : 8.1	2.2	nt
- Cc1oc(-c2cc(F)ccc2F)nc1CN1CCCC1c1ccc(F)cc1 (centres undefined)
 : -9.8	14.6	-8.4
- CSc1nc(NC(C)C)c2cnn(CCNC(=O)Cc3ccc(Cl)cc3)c2n1
 : -5.4	nt	-6.5
- c1coc(CCn2ccnc2-c2cnc(N3CCCC3)s2)c1
 : -10.1	11.5	nt

The listing continues:
Each structure is followed by: hcGAS lum	NPYLR7 ag	mcGAS inh
- O=C(Cn1ncc(=O)c2ccccc21)Nc1ccccc1
 : -9.7	2.7	nt
- CC1=C(C(N)=O)C(c2ccc(OC(F)F)cc2)n2ncnc2N1 (centres undefined)
 : -13.9	11.8	-8.1
- COCCCN(CC(=O)N1CCc2sccc2C1c1ccc(Cl)cc1)C(=O)c1cccc(C(F)(F)F)c1 (centres undefined)
 : -17.0	-1.1	-6.3
- COc1cccc2c1OCC(C(=O)N(C)CC1(CO)CCOCC1)C2 (centres undefined)
 : -8.0	-0.4	nt
- Cc1ccc(-n2nnnc2CNC(=O)Nc2ccc(C(C)(C)C)cc2)cc1
 : -5.6	1.7	-6.4

3 entries already listed, arranged by heavy-atom count, rising:
Each structure is followed by: hcGAS lum	NPYLR7 ag	mcGAS inh
- c1coc(CCn2ccnc2-c2cnc(N3CCCC3)s2)c1
 : -10.1	11.5	nt
- COc1cccc2c1OCC(C(=O)N(C)CC1(CO)CCOCC1)C2 (centres undefined)
 : -8.0	-0.4	nt
- Cc1ccc(-n2nnnc2CNC(=O)Nc2ccc(C(C)(C)C)cc2)cc1
 : -5.6	1.7	-6.4
